# FLuc modulator: inhibits or activates purified firefly luciferase, miR-21 counter-screen. purified FLuc, Km substrates, luminescence inhibition. Potency, µM (titrated, usually from 57.5 µM), inactives show at the highest dose activity change, negative = inhibition, most hits filed as inhibitors. 6.9% of 360,000 active. P08659; active = well fitted inhibition curve with a large enough effect; inconclusive = small, poorly fitted or top-dose-only effect;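 note: plate controls were vehicle for no effect and reference inhibitor for full effect; nearly all actives have a fitted effect of over 55% in size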
# Target sequence (P08659 whole entry, looked up): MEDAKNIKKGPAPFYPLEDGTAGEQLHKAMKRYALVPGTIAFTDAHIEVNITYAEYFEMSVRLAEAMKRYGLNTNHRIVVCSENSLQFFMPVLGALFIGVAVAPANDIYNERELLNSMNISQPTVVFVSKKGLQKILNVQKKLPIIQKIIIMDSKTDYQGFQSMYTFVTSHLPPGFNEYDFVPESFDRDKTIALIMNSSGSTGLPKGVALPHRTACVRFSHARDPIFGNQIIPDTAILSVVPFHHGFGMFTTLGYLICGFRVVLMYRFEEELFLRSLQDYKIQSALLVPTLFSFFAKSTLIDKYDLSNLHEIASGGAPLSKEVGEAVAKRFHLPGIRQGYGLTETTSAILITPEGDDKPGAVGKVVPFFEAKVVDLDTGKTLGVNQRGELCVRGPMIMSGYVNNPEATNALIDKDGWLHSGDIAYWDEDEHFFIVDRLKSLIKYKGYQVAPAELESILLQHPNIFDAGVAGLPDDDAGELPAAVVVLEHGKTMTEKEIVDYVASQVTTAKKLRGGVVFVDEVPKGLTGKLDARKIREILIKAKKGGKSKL
#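 Purified P. pyralis luciferase (10nM final) with 10uM D-luciferin and 10uM ATP (Km levels) in 50mM Tris acetate pH 7.5, 10mM Mg acetate, 0.01% Tween-20, 0.05% BSA; qHTS 6-point titration, ~60 µM downward; luminescence read.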
# * marks the source's active call; other numbers are inactive results; ? = inconclusive. Potency is the fitted concentration of half-maximal effect. An excerpt; rates above refer to the full screens.
smiles	FLuc modulator
CN(C)CCNC(=O)C(=O)NCC(c1cccnc1)N1CCN(c2ccccc2)CC1 (centres undefined)	?
CCOc1ccc(N(C)S(=O)(=O)c2ccc3[nH]cc(C(=O)NCc4ccccc4)c(=O)c3c2)cc1	6.8%
COc1ccc(Nc2oc(-c3ccc(COc4ccccc4)o3)nc2C#N)cc1	-2.8%
Cc1cc(C)c(NC(=O)Cn2c(=O)n(-c3cccc(C(F)(F)F)c3)c(=O)c3c(C)c(C)sc32)c(C)c1	3.0%
CSc1cccc(NC(=O)C2CCN(S(=O)(=O)c3ccc4[nH]c5c(c4c3)CCCCC5)CC2)c1	-0.2%
CCc1ccc(S(=O)(=O)c2nnn3c2nc(NCc2ccccc2)c2cc(Cl)ccc23)cc1	-2.0%
CC(C)CCn1c(/C=C/c2ccccc2)nc2ccccc21	4.26µM*
Cc1ccc2oc(C(=O)Nc3c(C(=O)Nc4ccccc4)oc4ccccc34)cc(=O)c2c1	1.4%
CCOc1cccc2cc(S(=O)(=O)c3ccccc3F)c(=O)oc12	-0.2%
Cc1ccc(CNC(=O)C2CCN(C(=O)N3CC(C)Oc4ccc(Cl)cc43)CC2)cc1 (centres undefined)	-2.6%
Cc1ccccc1NC(=O)Cn1c(=O)oc2cc(Br)ccc21	-2.0%
Cc1ccc(C)c(N2CCN(c3ccc4cc(S(=O)(=O)N5CCC(C)CC5)ccc4n3)CC2)c1	1.0%
O=C(Nc1cc2c(cc1C(=O)c1ccccc1Br)OCCO2)c1ccccc1	-15.2%
O=C(CSc1nccn1-c1cccc(Cl)c1)Nc1cccc2ccccc12	-14.7%
O=c1[nH]c2cc(Br)ccc2n2cccc12	5.0%

# Part of the list above, field by field.
Cc1ccc2oc(C(=O)Nc3c(C(=O)Nc4ccccc4)oc4ccccc34)cc(=O)c2c1
  FLuc modulator = 1.4%

CCOc1cccc2cc(S(=O)(=O)c3ccccc3F)c(=O)oc12
  FLuc modulator = -0.2%

Cc1ccc(CNC(=O)C2CCN(C(=O)N3CC(C)Oc4ccc(Cl)cc43)CC2)cc1 (centres undefined)
  FLuc modulator = -2.6%

Cc1ccccc1NC(=O)Cn1c(=O)oc2cc(Br)ccc21
  FLuc modulator = -2.0%

# Going on with the list:
smiles	FLuc modulator
CC(C)c1cccc(OCCn2c(-c3ccc(Cl)cc3)nc3ccccc3c2=O)c1	-4.2%
Cc1ccc(C)c(N2CCN(C(=O)C(C)n3nc(C)c4sc5ccccc5c4c3=O)CC2)c1 (centres undefined)	15.1µM*
CSCCC(NS(=O)(=O)c1ccc2c(c1)oc(=O)n2C)C(=O)Nc1ccc(F)c(Cl)c1 (centres undefined)	-4.6%
Cc1ccc(NS(=O)(=O)c2ccc3c4c(cccc24)C(=O)N3)c(C)c1	-9.0%
CCOc1ccc(-c2cc(C(=O)Nc3ccc(NC(C)=O)cc3)no2)cc1	3.5%
N#CC1=C(N)N(c2ccc(Cl)cc2)C2=C(C(=O)CCC2)C1c1cc(CN2CCOCC2)cs1 (centres undefined)	-5.0%
COc1ccc(CCC(=O)NCc2nc3cccnc3n2Cc2ccc(C)cc2)cc1	-2.6%
CS(=O)(=O)CCC(C(=O)Nc1cccc(C(F)(F)F)c1)N1Cc2ccccc2C1=O (centres undefined)	-5.4%
CCOc1ccccc1Nc1cc(-c2ccccc2)nc(C)n1	-1.1%
Cc1ccc(CNS(=O)(=O)c2c(C(=O)N3CCC(C)CC3)c(C)n(C)c2C)cc1	1.6%
Cc1ccc(NC(c2nnc(-c3ccccc3)o2)c2ccccc2F)c([N+](=O)[O-])c1 (centres undefined)	-19.8%
O=C(COc1ccccc1)Nc1ccc2nc(SCC(=O)N3CCCC3)sc2c1	?
CCc1nn(CC(=O)NCCCc2ccccc2)c(=O)c2cc3ccccc3n12	1.4%
CCc1ccc(S(=O)(=O)Nc2cccc(-c3ccc(N4CCOCC4)nn3)c2)cc1	8.49µM*
CCN1CCN(c2cc(C)c3cc(NC(=O)/C=C/c4ccc(C)cc4)ccc3n2)CC1	?
Cc1nnc(SCc2ccccc2Cl)c2cc3sccc3n12	?
COc1cc(OC)cc(C(=O)Nc2ccc3oc(-c4ccc(Cl)cc4)nc3c2)c1	-0.6%
Cc1ccc(NC(=O)CN(C)S(=O)(=O)c2ccc3c(c2)CCC(=O)N3)c(C)c1	5.5%
CN1CCN(C(CNC(=O)C(=O)Nc2ccc(F)cc2F)c2ccc3c(c2)OCO3)CC1 (centres undefined)	-1.2%
CCOC(=O)c1cccc(NC(=O)CCc2c(C)nn(-c3ccc(N4CCCCC4)nn3)c2C)c1	10.7µM*
Cc1ccc(NC(=O)CSc2nccn2-c2ccccc2)cc1	-12.3%
CCn1c(SCc2ccc(F)cc2Cl)nc(=O)c2c(C(=O)OC)cc(C3CC3)nc21	-16.4%
O=S(=O)(NCc1ccc(Cl)cc1)c1ccc2[nH]c3c(c2c1)CCCC3	-14.6%
O=C(NCCCc1nc2ccccc2n1Cc1c(F)cccc1Cl)C1CCCCC1	-1.0%
COc1ccc(C(=O)NC2(C(F)(F)F)C(=O)NC(C)=C2C#N)cc1OC (centres undefined)	-0.5%
COc1ccc(CCNC(=O)C(=O)NCC(c2cccs2)S(=O)(=O)c2ccc(C)cc2)cc1 (centres undefined)	2.2%
CN(C)S(=O)(=O)c1ccc2c(c1)N(CC(=O)NCc1ccccc1)C(=O)C1CCCCN21 (centres undefined)	-2.4%
COc1ccc(OC)c(-c2nc(Nc3ccccc3C)sc2CC(=O)O)c1	1.3%
NC(=O)c1c(NC(=O)CS(=O)(=O)c2ccc(Cl)cc2)sc2c1CCCCC2	-15.4%
COC(=O)c1ccc(Cn2cnc3nc4c(cc3c2=O)CCCC4)cc1	5.0%
CCOc1ccccc1NC(=O)CCc1c(C)nc2c(c(C)nn2-c2ccccc2)c1C	5.9%
CC(=O)c1cccc(NC(=O)CCc2c(C)nc3c(c(C)nn3-c3ccccc3)c2C)c1	-5.7%
COc1ccc(CCn2c(=O)c3cccnc3n(CC(=O)Nc3c(C)cccc3C)c2=O)cc1OC	0.0%
O=C1CSC2(C(=O)N(Cc3ccccc3)c3ccccc32)N1c1ccc(Cl)cc1 (centres undefined)	-3.2%
O=C(NCC(c1ccc2c(c1)OCO2)N1CCOCC1)C(=O)Nc1ccc(Cl)cc1 (centres undefined)	-0.7%
CCCNC(=O)CSc1cn(CC(=O)N2CCCCCC2)c2ccccc12	-7.0%
COCCn1c(C)cc(O)c(C(c2ccc(F)cc2)N2CCN(c3ccccc3)CC2)c1=O (centres undefined)	-0.2%
CCCN(CCC)CCCNC(=O)Cn1ncc2c3ccccc3n(Cc3ccc(F)cc3)c2c1=O	1.0%
CCOC(=O)c1cc(-c2ccc(F)cc2)n(CCC(=O)Nc2nc3ccc(OC)cc3s2)c1C	-2.3%
COC(=O)c1ccc(NC(=O)CSc2cn(CC(=O)N3CCCCC3)c3ccccc23)cc1	-2.4%
O=C(Cn1cc(S(=O)(=O)N2CCCC2)c(S(=O)(=O)N2CCCC2)c1)Nc1ccc(F)cc1	-1.2%
CCN(Cc1ccccc1)Cc1c(O)ccc2c(=O)c(-c3ccc(Cl)cc3)coc12	-2.9%
COC(=O)c1ccc(NC(=O)C(=O)NCCc2sc3nc(-c4ccc(OC)cc4)nn3c2C)cc1	-1.3%
Cc1ccc(S(=O)(=O)NCC(c2ccc(N(C)C)cc2)N2CCc3ccccc32)cc1C (centres undefined)	1.1%
CCOc1ccc(CCNC(=O)c2cc(=O)[nH]c3ccc(S(=O)(=O)N4CCCCC4C)cc23)cc1OCC (centres undefined)	7.0%
COc1ccc(Cl)cc1NC(=O)CSc1nnc2[nH]c(=O)cc(C)n12	4.6%
O=C(COCc1cc(-c2ccco2)on1)Nc1ccc(OC(F)(F)F)cc1	-5.7%
COc1ccc(Cl)cc1NC(=O)C1CCN(S(=O)(=O)c2ccc3c(c2)CCCN3C(=O)C2CCC2)CC1	1.7%
O=C(CCc1cn(Cc2ccc(F)cc2)c2ccccc12)NC1CCCCC1	-1.2%
COc1ccccc1CCN1COc2c(cc3c(C)c(C)c(=O)oc3c2C)C1	-2.3%
O=c1[nH]c2ccc(S(=O)(=O)Nc3cc(Cl)ccc3O)cc2o1	?
Cc1noc2nc(C(=O)O)nc(N3CCCCC3)c12	-8.9%
CC(C)c1ccccc1Oc1c(C(F)(F)F)oc2c(CN3CCN(C)CC3)c(O)ccc2c1=O	-6.6%
COc1cc2cc(CNc3ccccc3)c(=O)n(CC(=O)Nc3ccccc3)c2cc1OC	-6.2%
CCOC(=O)N1CCc2c(sc3c2c(=O)n(-c2ccc(F)cc2)c(=O)n3CC(=O)c2ccc(Cl)cc2)C1	-0.1%
CCOC(=O)c1cnc(N2CCN(c3ccc(OC)cc3)CC2)c2ccccc12	-6.8%
CNC(=O)C1CCC(Cn2c(=O)c3sccc3n(CC(=O)NCc3cccc(OC)c3)c2=O)CC1 (centres undefined)	-7.1%
COc1ccc(CNC(=O)Cn2c(=O)nc(-c3ccccc3)c3cc(Cl)ccc32)cc1OC	1.7%
COc1ccc(-c2cn3c(n2)sc2cc(C(=O)NC4CCCc5ccccc54)ccc23)cc1 (centres undefined)	-1.1%
COc1ccc(Nc2nc(Nc3ccc(OC)cc3OC)nc(N3CCOCC3)n2)c(OC)c1	-4.6%

# (continued)
smiles	FLuc modulator
COc1ccc(C2C(=O)N(C3CCCCC3)CC(=O)N2Cc2ccccc2Cl)cc1OC (centres undefined)	-7.5%
CCCN1C(=O)c2[nH]nc(-c3ccccc3O)c2C1c1ccc(OCc2ccccc2)c(OCC)c1 (centres undefined)	0.3%
Cc1cc2nn(-c3ccccc3)nc2cc1NC(=O)c1cccc2c(Cl)cccc12	-8.5%
CCOC(=O)c1c(-c2ccccc2)csc1NC(=O)c1cc(-c2ccc(Cl)cc2)on1	5.1%
Cc1ccc(-n2c(=O)c3c(cnn3C)n(Cc3ccc(Cl)cc3)c2=O)cc1	1.6%
CCN(c1ccccc1)C(CNS(=O)(=O)c1ccccc1)c1ccccc1 (centres undefined)	-9.8%
Cc1cc2c(cc1S(=O)(=O)NCc1ccccc1Cl)OCC(=O)N2	6.1%
Cc1nc(-c2ccc(Cl)cc2)sc1CCNC(=O)c1cccs1	?
O=c1c2ccccc2n2c(-c3ccccc3F)nnc2n1CCc1ccccc1	0.8%
CCc1ccccc1NC(=O)Cn1c(=O)nc(-c2ccccc2)c2ccccc21	-8.4%
COc1ccc(C(=O)c2cn(Cc3ccc(C)cc3)c3cc4c(cc3c2=O)OCO4)cc1	0.9%
CCOc1ccc(NC(=O)N2CCC(CN3CCCCCC3)CC2)cc1	-6.7%
Cc1ccc(OCC(=O)Nc2cccc(-c3nc4ccccc4s3)c2)cc1	9.53µM*
Cc1ccccc1NC(=O)c1ccc(F)c(S(=O)(=O)N2CCN(c3ccccc3F)CC2)c1	-9.5%
CCOc1ccc(-n2c(=O)c3c(C)c(C)sc3n(CC(=O)N3CCC(C)CC3)c2=O)cc1	1.8%
CC(C)c1ccc(NC(=O)CN2C(=O)CSc3ccc(S(=O)(=O)N4CCCC4)cc32)cc1	?
CC(C)c1cnc2c(c1SCC(=O)N1CCCCC1)c(=O)n(C)c(=O)n2C	-1.2%
CCC(C)Sc1oc(-c2ccco2)nc1S(=O)(=O)c1ccc(C)cc1 (centres undefined)	2.7%
COc1cccc(CSc2nc3cc(OC)c(OC)cc3c3nc(CCn4nc(C)cc4C)nn23)c1	-0.7%
CSC1=NC2(CCN(C(=O)NC3CCCCC3)CC2)N=C1c1ccc(C)c(C)c1	-19.9%
COc1ccc(CC(=O)NC2CC(=O)N(c3ccc(C)c(C)c3)C2)cc1OC (centres undefined)	-4.3%
CCC1CCC(C(=O)NC(C(=O)NCCN(CC(C)C)CC(C)C)C(C)C)CC1 (centres undefined)	2.3%
O=C(NCCc1ccc(Cl)cc1)c1ccc(Cn2c(=O)c3cccn3c3cccnc32)cc1	-7.1%
CCN(C(=O)C1CCC(CNS(=O)(=O)c2cccc3nsnc23)CC1)c1ccc(C)c(C)c1 (centres undefined)	6.8%
CCc1ccc(CNC(=O)C2CCN(c3nc4ccccc4nc3C(F)(F)F)CC2)cc1	-8.2%
CCOc1ccc(CC(=O)NCC(c2cccs2)S(=O)(=O)c2ccc(F)c(C)c2)cc1 (centres undefined)	-8.2%
Cn1c(=O)c2c(nc(CN3CCN(c4ccccc4F)CC3)n2Cc2ccc(F)cc2)n(C)c1=O	-8.2%
Cc1ccsc1CCN1C(=O)N(c2ccccc2)C(=O)C1CC(=O)Nc1ccc(Cl)cc1 (centres undefined)	-13.6%
COc1ccc(CNCCCSc2nnnn2C)c(OC)c1	3.6%
Cn1ncc2c(Nc3cccc(F)c3)ncnc21	-5.3%
COc1ccc(CCCc2nnc(SCC(=O)Nc3ccc(C)cc3)o2)cc1C	-5.2%
O=S(=O)(NCC(c1ccco1)N1CCOCC1)c1ccc(F)cc1 (centres undefined)	-1.5%
Cc1nn(CCCC(=O)Nc2ccccc2C(F)(F)F)c(=O)c2c1sc1ccccc12	-17.4%
Cc1ccc(-n2nc(C)c3c(C(F)(F)F)cc(-c4cccnc4)nc32)cc1Cl	-0.1%
CN(Cc1ccco1)C(=O)c1ccc2c(c1)N(Cc1ccccc1F)C(=O)c1ccccc1S2	-19.2%

# Screening data: PubChem BioAssay, National Center for Advancing Translational Sciences (NCATS)
